TRPC6 inhibitor: mouse TRPC6 channel inhibitors, primary screen, cell-based, HEK293, membrane potential dye | actives 1.1% (n = 310,000) | ACh-evoked depolarization; hits give low values | AID 2553, 2010 | B-score at 10 µM;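 active = B-score under library mean minus 3 SD, initial fluorescence not abnormally high, positive integrated signal ratio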;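 also: B-score derived from integrated fluorescence ratio over the kinetic read; more negative B-score means stronger inhibition of depolarization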
ANO1 activ: TMEM16A chloride channel activators or potentiators, primary screen, cell-based, HTS | AID 623877, 2012 | HEK293 TMEM16A/YFP-H148Q/I152L, iodide quench fluorescence; hits give low values | B-score at 10 µM | actives 0.3% (n = 340,000);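 active = fluorescence-ratio B-score plate-corrected deviation score at least 3 library SD below zero, with starting fluorescence score within 5 deviations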;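 also: channel opened by trigger with iodide after compound preincubation; score built on the fluorescence ratio of max minus min over baseline; more negative score means more quench and so TMEM16A activation or potentiation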
Target sequence (Q8BHY3 whole entry, looked up): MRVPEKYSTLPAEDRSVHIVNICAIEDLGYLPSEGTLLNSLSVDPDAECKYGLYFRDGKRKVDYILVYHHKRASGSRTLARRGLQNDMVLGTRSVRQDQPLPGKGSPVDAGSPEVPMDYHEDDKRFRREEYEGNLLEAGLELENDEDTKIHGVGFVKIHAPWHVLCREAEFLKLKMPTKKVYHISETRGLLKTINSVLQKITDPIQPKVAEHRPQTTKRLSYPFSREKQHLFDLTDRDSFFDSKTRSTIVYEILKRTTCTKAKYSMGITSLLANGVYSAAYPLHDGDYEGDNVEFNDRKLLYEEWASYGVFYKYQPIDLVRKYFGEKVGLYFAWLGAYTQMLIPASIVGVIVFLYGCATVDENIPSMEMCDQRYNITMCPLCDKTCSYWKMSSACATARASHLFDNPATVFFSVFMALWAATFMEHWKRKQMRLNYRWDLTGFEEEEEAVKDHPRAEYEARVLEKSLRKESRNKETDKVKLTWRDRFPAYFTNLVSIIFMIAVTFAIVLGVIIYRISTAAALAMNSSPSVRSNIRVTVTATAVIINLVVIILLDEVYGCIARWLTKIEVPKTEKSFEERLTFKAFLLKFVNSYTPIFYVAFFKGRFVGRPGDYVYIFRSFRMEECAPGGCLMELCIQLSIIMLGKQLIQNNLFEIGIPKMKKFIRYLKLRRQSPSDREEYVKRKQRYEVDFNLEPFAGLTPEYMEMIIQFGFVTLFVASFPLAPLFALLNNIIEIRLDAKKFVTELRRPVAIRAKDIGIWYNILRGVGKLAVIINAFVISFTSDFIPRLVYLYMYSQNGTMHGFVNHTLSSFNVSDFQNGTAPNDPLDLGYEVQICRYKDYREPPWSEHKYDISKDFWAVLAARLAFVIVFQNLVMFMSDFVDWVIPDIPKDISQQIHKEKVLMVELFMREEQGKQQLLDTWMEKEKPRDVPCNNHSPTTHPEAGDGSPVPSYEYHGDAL
TRPC4 PAM: positive allosteric modulators of TRPC4, primary screen, cell-based, mouse TRPC4beta, HEK293 mu-opioid, Fluo-4 calcium | Short transient receptor potential channel 4 (Mus musculus), Q9QUQ5 | DAMGO EC20, Fluo-4 Ca2+ flux; hits give high values | B-score at 10 µM | actives 0.42% (n = 310,000);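 active = B-score of calcium response area above 5 SD of library B-scores, with initial fluorescence ratio within 5 SD of library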;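 also: B-score of integrated fluorescence ratio over time as area under calcium response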
MrgX1 ag: agonists of human MrgX1 receptor, primary screen, HEK293 cells, Fluo-4 calcium flux; Mas-related G-protein coupled receptor member X1 (Homo sapiens), Q96LB2; Fluo-4 calcium fluorescence, agonist mode; hits give high values; B-score at 10 µM; actives 0.44% (n = 310,000);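 active = calcium response B-score plate-corrected fluorescence ratio at least 3 library SD, with starting fluorescence B-score inside 5 SD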
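Material: MrgX1-expressing HEK293 cells; input: 15,000 cells per well; doses: test compound given as first of three sequential additions; schedule: overnight plating before 1 h dye loading; technique: Fluo-4 NW calcium-flux fluorescence, kinetic read; evaluation: baseline-normalised fluorescence change ratio, B-scored; control set: plate-wise positive and negative controls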
RGS4 inh: RGS4 inhibitors, primary screen, cell-based, HEK293 M3R inducible RGS4, calcium flux; B-score at 10 µM; Fluo-4 calcium flux; hits give high values; triggered by carbachol at its EC20; actives 0.45% (n = 310,000);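 active = B-score, a plate-corrected calcium signal, over three deviations above library mean, with baseline fluorescence within five deviations of library mean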;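 also: RGS4 expression induced by doxycycline in cells with stable M3 receptor; B-score is computed from the integrated fluorescence ratio over baseline after carbachol; higher B-score means a larger calcium signal and so more RGS4 inhibition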
TRPC4 act: activators of mouse TRPC4 channel, primary screen, Fluo4 calcium, HEK293 TRPC4beta/mu-opioid cells | Short transient receptor potential channel 4 (Mus musculus), Q9QUQ5 | Fluo4 calcium fluorescence; hits give high values | B-score at 10 µM | actives 0.49% (n = 310,000);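 active = B-score above 5 SD of library B-scores, and initial fluorescence ratio not above library mean plus 5 SD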;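 also: positive B-score marks a calcium rise read as TRPC4 activation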
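Incubation: 45 min room-temperature Fluo4 loading, 110 s read / System: HEK293 cells stably co-expressing mouse TRPC4beta and mu-opioid receptor / Signal: Fluo4 fluorescence, kinetic / Control set: buffer (low) and maximal DAMGO (high) / Measure: integrated baseline-normalised fluorescence ratio, converted to per-well B score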
TRPC4 inh: inhibitors of mouse TRPC4 channel, primary screen, Fluo4 calcium, HEK293 TRPC4beta/mu-opioid cells | Short transient receptor potential channel 4 (Mus musculus), Q9QUQ5 | DAMGO-evoked Fluo4 calcium flux; hits give low values | B-score at 10 µM | actives 0.39% (n = 300,000) | AID 2247, 2010;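 active = B-score over 3 SD under the library average, no early fluorescence shift, positive overall ratio signal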
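Assay system: HEK293 cells with stable TRPC4beta plus mu-opioid receptor expression; Probe or stimulus: DAMGO in two steps, submaximal then maximal; Dosing: single-point compound dosing; Measured by: Fluo4 calcium-dye fluorescence, kinetic read; Read-out basis: B score from integrated Fluo4 fluorescence ratio.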
TMEM16A inh: TMEM16A chloride channel inhibitors, primary screen, cell-based, HTS | Anoctamin-1 (Mus musculus), Q8BHY3 | normalized B-score (activity score, 25-100; higher = stronger inhibition) at 10 µM | HEK293 TMEM16A/YFP iodide influx fluorescence, ionomycin | actives 1.2% (n = 310,000);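 active = ratio plate-corrected score three or more library SD toward inhibition, starting fluorescence score within five deviations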;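 also: score derived from kinetic fluorescence span divided by baseline fluorescence per well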
TRPC6 act: mouse TRPC6 channel activators, primary screen, cell-based, HEK293, membrane potential dye | actives 0.13% (n = 310,000) | HEK293-TRPC6 membrane potential dye fluorescence; hits give high values | AID 2550, 2010 | Short transient receptor potential channel 6 (Mus musculus), Q61143 | B-score at 10 µM;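 active = B-score of the integrated fluorescence ratio above library mean plus 3 SD, and starting fluorescence ratio within library mean plus 5 SD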;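 also: higher score means more depolarization so channel activation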
MrgX1 antagonist: antagonists of human MrgX1 receptor, primary screen, HEK293 cells, Fluo-4 calcium flux. Mas-related G-protein coupled receptor member X1 (Homo sapiens), Q96LB2. BAM8-22 antagonism; hits give low values. B-score at 10 µM. actives 1.3% (n = 310,000). AID 588676, 2011;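 active = calcium-response B-score plate-corrected more than 3 library SD below zero, starting fluorescence within 5 deviations, no agonist response on first addition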;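 also: peak minus trough fluorescence over baseline after final BAM8-22 challenge near maximal dose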
MrgX1 PAM: positive allosteric modulators of MrgX1, primary screen, HEK293 cells, Fluo-4 calcium flux. Mas-related G-protein coupled receptor member X1 (Homo sapiens), Q96LB2. FDSS; hits give high values. B-score at 10 µM. actives 0.63% (n = 310,000). AID 588675, 2011;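 active = plate-corrected calcium response at least 3 library SD above typical, normal starting fluorescence, not activating the receptor alone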;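 also: compound read alongside a low EC10 to EC30 dose of BAM8-22 agonist; peak minus trough fluorescence over baseline measured at the second addition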
Active calls of the source: *; i = inactive; x = no result given.

item	mol	TRPC6 inhibitor	ANO1 activ	TRPC4 PAM	MrgX1 ag	RGS4 inh	TRPC4 act	TRPC4 inh	TMEM16A inh	TRPC6 act	MrgX1 antagonist	MrgX1 PAM
1	CC(C)C(=O)Nc1ccc(C(=O)NNC(=O)c2cccs2)cc1	i	i	i	i	i	i	i	i	i	i	i
2	COc1cc([C@H]2[C@@H]3CCCC[C@]3(O)CCN2CC(=O)Nc2ccc(C)cc2)ccc1O	i	i	i	i	i	i	i	i	i	i	i
3	CN(C)C(CNC(=O)CCS(=O)(=O)c1ccccc1)c1ccccc1 (configuration not stated)	i	i	i	i	i	96*	i	i	i	i	i
4	O=C(CSc1ccccc1C(=O)NCc1ccccc1)NC1CCCCCCC1	i	i	i	i	i	i	i	i	i	i	i
5	COc1ccc(NC2CC(=O)NC2=O)cc1 (configuration not stated)	i	i	i	i	i	i	i	i	i	i	i
6	O=C(Nc1ccc2oc(-c3ccccc3)nc2c1)c1ccccc1F	i	i	i	i	i	i	i	i	i	i	i
7	Cc1nc(N)nc(N/N=C/c2ccccc2)n1	i	i	i	i	i	i	i	i	i	i	i
8	O=C(CC1CCCCC1)Nc1ccccc1-c1ccccc1	i	i	i	i	i	i	i	i	i	i	i
9	COc1cc(C(=O)NCCC(=O)NCCc2ccc(Cl)cc2)cc(OC)c1OC	i	i	i	i	i	i	i	i	i	i	i
10	COc1ccc(NC(=S)NCc2ccc(Cl)cc2)c(OC)c1	i	i	i	i	i	i	i	i	i	i	i
11	CCOC(=O)C1CCCN(C(=O)c2cc3ncc(Br)cn3n2)C1 (configuration not stated)	i	i	i	i	i	i	i	i	i	i	i
12	CCCc1c(C(=O)Nc2ccc(OC)cc2)cnn1-c1ccccc1	i	i	i	i	i	i	i	i	i	i	i
13	Cc1nnc(SCC(=O)N/N=C/c2cc(Cl)c(O)c(Cl)c2)s1	i	i	i	i	i	i	i	i	i	i	i
14	O=[N+]([O-])c1[nH]cnc1/C=C/c1ccccc1	i	i	i	i	i	i	i	i	i	i	i
15	CCOc1cccc(=O)c2c(C)n(Cc3ccco3)c(C)c12	i	i	i	i	i	i	i	i	i	i	i
16	COc1ccc(-n2ncc3c(NCCCN4CCOCC4)ncnc32)cc1	i	i	i	i	i	i	i	i	i	i	i
17	O=C(CN1N=C(c2ccccc2)CCC1=O)NCCCN1CCc2ccccc2C1	i	i	i	i	i	i	i	i	i	i	i
18	Cn1nc(C(=O)Nc2nc3ccccc3[nH]2)ccc1=O	i	i	i	i	i	i	i	i	i	i	i
19	CCCn1c(=N)n(CC(=O)C(C)(C)C)c2ccccc21	i	i	i	i	i	i	i	i	i	i	i
20	CC1CC(=O)N(CC(=O)Nc2ccccc2F)c2ccccc2S1(=O)=O (configuration not stated)	i	i	i	i	i	i	i	i	i	i	i
21	COc1ccc(Cl)cc1N(CC(=O)Nc1ccccc1SC)S(C)(=O)=O	i	i	i	i	i	i	i	i	i	i	i
22	O=C(Nc1ccc2c(c1)OCCO2)c1cccs1	i	i	i	i	i	i	i	i	i	i	i
23	Cc1cc(OCC(=O)O/N=C(\N)c2ccccc2)cc(C)c1Cl	i	i	i	i	i	i	i	i	i	i	i
24	Cc1ccc(S(=O)(=O)Nc2nc3c(s2)C(=O)CC(C)(C)C3)cc1	i	i	i	i	i	i	i	i	i	i	i
25	O=[N+]([O-])c1cc(CN2CCC(O)CC2)ccc1Cl	i	i	i	i	i	i	i	i	i	i	i
26	O=C1C2C3C=CC(C2C(=O)N1C1CCCCC1)C1C2C(=O)N(C4CCCCC4)C(=O)C2C31 (configuration not stated)	i	i	i	i	i	i	i	i	i	i	i
27	Cc1ccnc(NC2c3ccccc3C(=O)N2Cc2ccccc2Cl)c1 (configuration not stated)	i	i	i	i	i	i	i	i	i	i	i
28	CCCNC(=O)C1(CC2CC(c3ccccc3)=NO2)CCN(C(=O)C2(C)CC2)CC1 (configuration not stated)	i	i	i	i	i	i	i	i	i	i	i
29	COc1cccc(CNc2ccc(F)c([N+](=O)[O-])c2)c1O	i	i	i	i	i	i	i	i	i	i	18.5*
30	Cc1nc2cncc(Br)c2n1C	i	i	i	i	i	i	i	i	i	i	i
31	CCCN(CC1CC1)C(=O)CSc1nnc(-c2ccco2)n1N	i	x	i	i	i	i	i	i	i	i	i
32	Cn1c(=O)cc(OCCCC(=O)NCCC2=CCCCC2)c2ccccc21	i	i	i	i	i	i	i	i	i	i	i
33	O=C(Nc1cccc(Cl)c1)c1ccc(NC2=NC3CS(=O)(=O)CC3S2)cc1 (configuration not stated)	i	i	i	i	i	i	i	i	i	i	i
34	COC(=O)c1ccc(N2CCN(C)CC2)c(NC(=O)c2cc3ccccc3o2)c1	i	i	i	i	i	i	i	i	i	i	i
35	Cc1nn(Cc2ccc(C(=O)Nc3ccccc3F)cc2)c(C)c1Cl	i	i	i	i	i	i	i	i	i	i	i
36	CCOC(=O)C1CCN(CCCSc2ccc(C)cc2)CC1	i	i	i	i	i	i	i	i	i	i	i
37	O=C(Cc1cc(=O)[nH][nH]1)N/N=C/c1ccccc1[N+](=O)[O-]	i	i	i	i	i	i	i	i	i	i	i
38	O=C(Nn1cnc2ccccc2c1=O)c1ccccc1Cl	i	i	i	i	i	i	i	i	i	i	i
39	COc1ccc(C(=O)NN2C(=O)C3C4C=CC(O4)C3C2=O)cc1 (configuration not stated)	i	i	i	i	i	i	i	i	i	i	i
40	CC(C)c1nc2c(c(=O)c3ccccc3n2C)c(=O)n1CCc1ccccc1	i	i	i	i	i	i	i	i	i	i	i
41	CCC(C)[C@H](NC(=O)Nc1ccc(Oc2ccccc2)cc1)C(=O)O (some centres not stated)	i	i	i	i	i	i	i	i	i	i	i
42	O=C(N/N=C/C=C\c1cccc([N+](=O)[O-])c1)c1ccccn1	i	i	i	i	i	i	i	i	i	i	i
43	COc1cccc2cc(-c3cc(=O)oc4cc(C)c(OCC(C)=O)cc34)oc12	i	i	i	i	i	i	i	i	i	i	i
44	CCOc1ccccc1-c1nc(CN2CCC(C(=O)N3CCOCC3)CC2)c(C)o1	i	i	i	i	i	i	i	i	i	i	i
45	O=S(=O)(NCCN1CCOCC1)c1ccc(Cl)s1	i	i	i	i	i	i	i	i	i	i	i
46	CCS(=O)(=O)N1CCC(C(=O)NCc2ccco2)CC1	i	i	i	i	i	i	i	i	i	i	i
47	COc1cccc(Cn2nnc(C(=O)NCCc3ccc(Cl)cc3)c2N)c1	i	i	i	i	i	i	i	i	i	i	i
48	Cc1ccc2[nH]c(CNC(=O)c3ccc(F)cc3)cc2c1	i	i	i	i	i	i	i	i	i	i	i
49	Cc1csc2ncc(C(=O)Nc3ccc4c(c3)OCCO4)c(=O)n12	i	i	i	i	i	i	i	i	i	i	i
50	CC(=O)Oc1ccc(-c2nc(-c3cccnc3)no2)cc1	i	-14.7*	i	i	i	i	i	i	i	i	i

(listing goes on)
item	mol	TRPC6 inhibitor	ANO1 activ	TRPC4 PAM	MrgX1 ag	RGS4 inh	TRPC4 act	TRPC4 inh	TMEM16A inh	TRPC6 act	MrgX1 antagonist	MrgX1 PAM
51	Fc1cc(Br)cc(F)c1NC(=S)N1CCOCC1	i	i	i	i	i	i	i	i	i	i	i
52	COCCn1c(=N)c(C(=O)NCCc2ccccc2)cc2c(=O)n3cccc(C)c3nc21	i	i	i	i	i	i	i	i	i	i	i
53	O=C(CCS(=O)(=O)c1ccc(Br)cc1)N1CCN(c2ccc(F)cc2)CC1	i	i	i	i	i	i	i	i	i	i	i
54	COc1ccc(-c2noc(CCCC(=O)O)n2)cc1	i	i	i	i	i	i	i	i	i	i	i
55	Cc1cccc(NS(=O)(=O)c2nnc(NC(=O)c3ccccc3F)s2)c1	i	i	i	i	i	i	i	i	i	i	i
56	Clc1ccc(-c2nnc(SCc3cn4ccsc4n3)n2CC2CCCO2)cc1 (configuration not stated)	i	i	i	i	i	i	i	i	i	i	i
57	COCCNc1oc(/C=C/c2ccccc2)nc1C#N	i	i	i	i	i	i	i	i	i	i	i
58	COc1ccc(CNC(=O)CN(Cc2cccs2)C(=O)CCC(=O)Nc2ccccn2)cc1	i	i	i	i	i	i	i	i	i	i	i
59	CC12CCC(O)CC1=CCC1C2CCC2(C)C1CCC21CCC(=O)O1 (configuration not stated)	i	i	i	i	i	i	i	i	i	i	i
60	Cc1cc(SCC(=O)N2CCC(c3noc4ccc(F)cc34)CC2)nc2ccccc12	i	i	i	i	i	i	i	i	i	i	i
61	O=C(C1=C(O)C(=O)N(CCN2CCOCC2)C1c1cccc(F)c1)c1cc2ccccc2o1 (configuration not stated)	i	i	i	i	i	i	i	i	i	i	i
62	CCN(CC)CCn1c(NCc2cccc(OC)c2)nc2ccccc21	i	i	i	i	i	i	i	i	i	i	i
63	CCC(C(=O)OC)(C(=O)OC)c1ccc([N+](=O)[O-])cc1	i	i	i	i	i	i	i	i	i	i	i
64	Cc1nnc(SCC(=O)Nc2ncc(S(=O)(=O)c3ccc([N+](=O)[O-])cc3)s2)s1	i	i	i	i	i	i	i	i	i	i	i
65	O=C(Nc1ccc(OCc2ccccc2Cl)cc1)c1cccnc1	i	i	i	i	i	i	i	i	i	i	i
